IL1B NFkB inh = inhibitors of IL-1B driven NFkB p65 nuclear import, primary screen, imaging, HUVEC, IL-1B stimulus, high-content imaging. AID 796, 2007. inhibition, % at 2 µM. 94,000 compounds, 0.43% hits. HUVEC IL-1B NFkB p65 nuclear translocation imaging;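 active means inhibition above about 30% together with a positive call from visual inspection of the well image, limit read from the data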;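 further: nuclear over cytoplasmic p65 intensity ratio measured by imaging; 0% = IL-1B stimulated DMSO wells and 100% = unstimulated DMSO wells; values of inactives mirror those of a sister screen read the other way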
Bcl-B displacement = displacers of TR3 peptide from Bcl-B, primary screen, selectivity assay for Bfl-1 inhibitor project, biochemical, fluorescence polarization; Bcl-2-like protein 10 (Homo sapiens); FP displacement of FITC-TR3 peptide from Bcl-B; higher % means a stronger effect; one-dose displacement, % at 20 µM; IC50 in µM for titrated hits; 96,000 compounds, 0.11% hits;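 active means displacement above 50% at 20 µM plus a fluorescence interference ratio under 1.5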;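 further: plate controls were wells without compound for no effect and wells lacking Bcl-B protein for full effect; a part of the inactive calls stands beside numbers as strong as those of hits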
IL1B NFkB pot = enhancers of NFkB p65 translocation in HUVEC – imaging, IL-1B stimulus, high-content imaging, primary screen; 94,000 compounds, 0.3% hits; HUVEC IL-1B NFkB p65 nuclear translocation imaging; activation, % at 2 µM;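 active means activation above 40%, about the mean plus 3 SD, also judged a hit on visual image review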;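 further: percent activation is computed from the nuclear over cytoplasmic p65 intensity ratio; values of inactives mirror those of a sister screen read the other way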
MRP resist rev = reversal of MRP1-mediated doxorubicin resistance, primary screen, H69AR cells, doxorubicin co-treatment | H69AR cells + 2 uM doxorubicin, CellTiter-Glo, 72 h | differential viability (reversal), % at 10 µM | AID 602, 2007 | 85,000 compounds, 0.04% hits;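 active means viability drop by adding the cancer drug above about 55%, with treated viability meeting a 40% cutoff, limit read from the data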;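 further: viability without doxorubicin minus viability with 2 µM doxorubicin for each compound; larger differential means the compound sensitizes cells more to doxorubicin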
PLAP inhibition = PLAP enzyme inhibitors, biochemical, luminescence, HTS (AID 690); Alkaline phosphatase, placental type (Homo sapiens); purified PLAP, luminescent substrate; higher % means a stronger effect; one-dose inhibition, % at 20 µM; IC50 in µM for titrated hits; 96,000 compounds, 0.08% hits; in the data active means a potency from the dose series; inactive means the rest, 99 in 100 with inhibition below about 30%; further: strong numbers were not always called active
MRP resist rev cytotoxicity = further read-out of MRP resist rev, marked with its call; viability, %; H69AR cells, CellTiter-Glo, 72 h; measured here: cytotoxicity without doxorubicin
MRP resist rev with doxorubicin = second read-out of MRP resist rev, no call of its own (marks repeat the call); viability, %; measured here: viability with 2 uM doxorubicin; hits give low values
IL1B NFkB inh cell count 2 µM = recorded beside IL1B NFkB inh, whose call it bears; cell count; measured here: cells passing quality filter;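 raw number of nuclei counted in each imaged well without normalization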
IL1B NFkB pot cell count 2 µM = further read-out of IL1B NFkB pot, marked with its call; cell count; measured here: cells passing quality filter
Numbers without * were called inactive; nt = not tested or not shown. An excerpt; rates above refer to the full screens.

SMILES	IL1B NFkB inh	IL1B NFkB inh cell count 2 µM	Bcl-B displacement	IL1B NFkB pot	IL1B NFkB pot cell count 2 µM	MRP resist rev	MRP resist rev cytotoxicity	MRP resist rev with doxorubicin	PLAP inhibition
CCCOc1ccc(Cn2c(C)nc([N+](=O)[O-])c2SCC(O)COC)cc1[N+](=O)[O-] (stereo not drawn)	-4	157	-4%	4	157	-3	81	84	-52%
CCN(CC)S(=O)(=O)c1ccc(NC(=O)c2c(-c3ccccc3)noc2C)cc1	nt	nt	-6%	nt	nt	21	89	68	-5%
O=C(NCCCN1CCN(CCCNC(=O)c2ccccc2F)CC1)c1ccccc1F	5	170	-2%	-5	170	14	99	85	-21%
CCNc1ccccc(C(=O)/C=C/c2ccc3c(c2)OCO3)c1=O	-5	146	-42%	5	146	nt	nt	nt	-18%
COc1ccc(NC(=O)C2CC(=O)NC3=C2C(=O)CC(C)(C)C3)cc1 (stereo not drawn)	-8	168	0%	8	168	10	96	85	2%
Cc1sc(NC(=O)c2ccc(Cl)s2)c(C(N)=O)c1C	-13	136	-4%	13	136	0	11	11	-17%
CC(C)(C)c1ccc(OCC(=O)NNC(=O)CCc2ccccc2)cc1	0	149	2%	0	149	nt	nt	nt	-22%
O=S(=O)(NCc1ccco1)c1cccc(S(=O)(=O)N2CCCCC2)c1	nt	nt	2%	nt	nt	4	91	87	13%
CCOC(=O)c1c(NS(=O)(=O)Cc2ccccc2)sc2c1CCCC2	-13	173	-32%	13	173	-29	51	80	-61%
CCN1CCN(CC(=O)Nc2ccc3c(c2)OCCO3)C(=O)C1=O	nt	nt	-14%	nt	nt	-2	103	105	10%
COC(=O)c1sc(NC(=O)c2cnccn2)c(C(=O)OC)c1C	-13	161	nt	13	161	-4	40	43	nt
CCSc1nc2c(c(=O)n1Cc1ccccc1)SC(C)C2 (stereo not drawn)	-5	111	2%	5	111	10	92	82	21%
CCCC(=O)N1c2ccccc2NC2=C(C(=O)CCC2)C1c1ccc(F)cc1 (stereo not drawn)	-27	143	-4%	27	143	5	93	88	-53%
Cc1cccc(Oc2cc(NC(=O)c3ccccc3)cc([N+](=O)[O-])c2)c1	3	113	1%	-3	113	nt	nt	nt	-24%
CCNCCNC(=O)c1c(O)c2c([nH]c1=O)CCCC2	-8	195	-8%	7	195	-9	90	99	14%
Cc1ccc(OCC(O)CN2C(=O)NC(C)(C)C2=O)cc1C (stereo not drawn)	8	55	3%	-8	55	9	100	91	6%
CCNC(=O)COc1cc(C)c(Cl)c(C)c1	-2	160	-8%	2	160	35	103	68	11%
COc1cccc(C2NC(C)(C(=O)O)C3C(=O)N(C(C)C)C(=O)C23)c1O (stereo not drawn)	7	49	-9%	-7	49	-9	98	106	-3%
Nc1ncc(Br)cc1S(=O)(=O)NCCC(=O)N1CCN(c2ncccn2)CC1	nt	nt	6%	nt	nt	23	98	75	4%
O=C(CSc1ccc(Cl)cc1)Nc1ccc(N2CCN(c3ccccc3)CC2)c(F)c1	2	160	-6%	-2	160	nt	nt	nt	27%
COc1ccc(CCNc2nc3c(c(=O)n(C)c(=O)n3C)n2C)cc1OC	-16	107	9%	16	107	10	90	80	-26%
COc1ccc(OC)c(NC(=O)CC2C(=O)NCCN2C(=O)Nc2cccc(Cl)c2)c1 (stereo not drawn)	4	147	0%	-4	147	-6	62	69	-97%
CN(c1cccc(NC(=O)CN(c2ccc(C34CC5CC(CC(C5)C3)C4)cc2)S(C)(=O)=O)c1)S(C)(=O)=O	-8	84	-16%	8	84	nt	nt	nt	-6%
COC(=O)c1ccc(Oc2cc(C)nc(-n3nc(C)cc3C)n2)cc1	0	137	-7%	1	137	nt	nt	nt	-27%
COCCCNc1nc2c(c(=O)[nH]c(=O)n2C)n1CC(O)COc1ccccc1C (stereo not drawn)	-12	172	8%	12	172	8	93	84	10%

Arranged by the number under Bcl-B displacement (falling): some entries from above.
SMILES	Bcl-B displacement	IL1B NFkB pot	IL1B NFkB pot cell count 2 µM	PLAP inhibition
Cc1ccc(OCC(O)CN2C(=O)NC(C)(C)C2=O)cc1C (stereo not drawn)	3%	-8	55	6%
CN(c1cccc(NC(=O)CN(c2ccc(C34CC5CC(CC(C5)C3)C4)cc2)S(C)(=O)=O)c1)S(C)(=O)=O	-16%	8	84	-6%
CCOC(=O)c1c(NS(=O)(=O)Cc2ccccc2)sc2c1CCCC2	-32%	13	173	-61%

Other structures follow:
SMILES	IL1B NFkB inh	IL1B NFkB inh cell count 2 µM	Bcl-B displacement	IL1B NFkB pot	IL1B NFkB pot cell count 2 µM	MRP resist rev	MRP resist rev cytotoxicity	MRP resist rev with doxorubicin	PLAP inhibition
O=[N+]([O-])c1cccc(S(=O)(=O)N2CCC(c3nc(-c4ccncc4)no3)CC2)c1	-27	173	5%	27	173	-10	68	78	17%
Cc1sc2nc(C)n(/N=C/c3ccc(O)cc3)c(=O)c2c1C	3	168	0%	-3	168	-8	66	74	-12%
O=C(c1ccccc1F)N1CCN(CC2CC3C=CC2C3)CC1 (stereo not drawn)	-12	213	-4%	12	213	11	93	82	-15%
Cc1ccc2oc(=O)c3cnn(CC(=O)N(Cc4ccco4)C4CCCCC4)c3c2c1	6	154	0%	-5	154	-1	50	51	2%
CC(=O)CSc1ncnc2nc[nH]c12	-26	84	9%	26	84	-12	90	101	-6%
COC(=O)c1scc(C)c1N/N=C(\C)c1ccc(F)cc1F	-19	69	-3%	19	69	28	108	80	18%
CCC1CCCCN1CCCNC(=O)C1CCC(=O)N1Cc1ccc(C)cc1 (stereo not drawn)	-2	89	10%	2	89	-3	89	92	-42%
CC1(C)CC(N(Cc2cccs2)C(=O)c2ccco2)CCO1 (stereo not drawn)	-8	156	-7%	8	156	-6	87	93	-49%
Cc1cccc(C(=O)N/N=C/c2ccc3c(c2)OCO3)n1	0	144	-1%	0	144	nt	nt	nt	8%
CCOC(=O)c1ccc(N2C(=O)c3n[nH]c(C)c3C2c2ccc(O)cc2)cc1 (stereo not drawn)	-17	181	4%	17	181	15	87	72	-82%
CCc1cc2c(NCC3CCCO3)nc(C)nc2s1 (stereo not drawn)	-27	125	nt	27	125	16	74	57	nt
CCn1c2ccccc2c2cc(NC(=O)CSc3nnc(-c4cccc(C)c4)o3)ccc21	5	145	-24%	-5	145	nt	nt	nt	-57%
Cc1ccccc1CSCC(Nc1ccc(C(=O)O)cc1[N+](=O)[O-])C(=O)O (stereo not drawn)	nt	nt	-5%	nt	nt	-3	104	106	28%
CCCn1c(SCC(=O)c2cc(C)ccc2C)n[nH]c1=O	-18	175	2%	18	175	3	93	90	-25%
CCOC(=O)C1CCCCN1Cc1ccc(OC)c(OC)c1OC (stereo not drawn)	nt	nt	-7%	nt	nt	23	93	70	1%
Cn1cccc1Cc1nnc(SCC(=O)Nc2ccc(Cl)cc2)n1-c1ccc(F)cc1	nt	nt	0%	nt	nt	-10	55	65	-58%
CCOC(=O)C1=C(C)NC(=O)NC1C1CC=CCC1 (stereo not drawn)	-16	147	-11%	15	147	13	109	96	17%
COc1ccc(Cc2nnc(SCC(=O)NCCc3ccccc3)o2)cc1	nt	nt	3%	nt	nt	5	92	88	2%
COC(=O)c1c(C(=O)OC)c(C)n(Cc2ccco2)c1C	0	167	-3%	0	167	3	91	88	-5%
CCOc1ccc2nc(N3CCC(C(=O)N4CCN(C(=O)c5ccco5)CC4)CC3)sc2c1	nt	nt	-3%	nt	nt	-12	57	69	-42%
CCc1cccc2c(C(=O)COC(=O)c3c(C)noc3C)c[nH]c12	-23	144	2%	23	144	0	63	63	-6%
Cc1ccc(CNC(=O)CS(=O)(=O)CC(=O)O)cc1	-24	175	11%	24	175	-12	94	105	13%
CCc1cccc2c(C(=O)COC(=O)c3nn(C)c(=O)c4ccccc34)c[nH]c12	-7	191	-157%	7	191	7	81	74	-69%
COc1ccc(S(=O)(=O)Nc2cc(C(C)C)c(O)cc2C)cc1	2	60	-3%	-2	60	17	101	84	0%
CCOC(=O)CCNC(C)C1COc2ccccc2O1 (stereo not drawn)	2	152	4%	-2	152	0	88	88	7%
(list continues)
SMILES	IL1B NFkB inh	IL1B NFkB inh cell count 2 µM	Bcl-B displacement	IL1B NFkB pot	IL1B NFkB pot cell count 2 µM	MRP resist rev	MRP resist rev cytotoxicity	MRP resist rev with doxorubicin	PLAP inhibition
COc1ccc(C(=O)Oc2c(C)occc2=O)cc1OC	4	161	-13%	-4	161	16	114	97	9%
CCCc1nc(SCC(=O)Nc2ccc(N3CCOCC3)cc2)c2ccccc2n1	-8	131	nt	8	131	-4	79	84	nt
CCN1CCN(c2nc3sc4c(c3c(=O)n2-c2ccc(OC)cc2)CCCCC4)CC1	-18	55	-4%	18	55	-1	58	59	-45%
CN(C)c1ccc(NC(=O)c2cccc(N3C(=O)C4C5C=CC(C5)C4C3=O)c2)cc1 (stereo not drawn)	9	141	0%	-9	141	4	87	83	nt
O=C(CCS(=O)(=O)c1cccc2nsnc12)N1CCN(Cc2ccc3c(c2)OCO3)CC1	2	162	20%	-2	162	13	95	82	-57%
CCC(CC)C(=O)Nc1cccc(C(=O)c2ccccc2)c1	-15	89	-8%	15	89	6	97	91	4%
COc1cc2c(cc1OC)C1(Nc3c-2c(-c2ccccc2)nn3-c2ccccc2)C(=O)Nc2ccccc21 (stereo not drawn)	-10	145	-95%	10	145	-18	51	70	-46%
CCOC(=O)C1CCCN(c2nnnn2-c2ccccc2)C1 (stereo not drawn)	nt	nt	-3%	nt	nt	8	80	72	-20%
Cc1ccc2nc(SC(C)C(=O)NCc3ccco3)[nH]c2c1 (stereo not drawn)	13	171	26%	-13	171	5	85	80	-15%
COCc1cc(C)n(CC(=O)Nc2ccccc2C(=O)OC)c(=O)c1C#N	-2	202	4%	2	202	-4	78	81	12%
CCN(CCCNC(=O)COc1cc(=O)n(C)c2ccccc12)c1cccc(C)c1	-14	126	-21%	14	126	14	75	62	-12%
C#CCn1c(S(=O)(=O)Cc2ccccc2Cl)nc(-c2ccccc2)c1-c1ccccc1	5	141	-2%	-5	141	nt	nt	nt	-11%
Cc1onc(-c2ccccc2)c1C(=O)N1CCN(CCc2ccccc2)CC1	-13	144	-4%	13	144	4	86	82	-59%
CCCCOC(=O)NC1CCS(=O)(=O)C1 (stereo not drawn)	-10	175	-3%	10	175	14	96	82	-3%
COc1cc(/C=N/NC(=O)COc2ccccc2C)ccc1OC(=O)c1cccs1	-7	109	-7%	7	109	nt	nt	nt	0%
Clc1cccc(/C=N/Nc2ncnc3ccccc23)c1	-9	176	-17%	9	176	nt	nt	nt	-5%
CN(C)c1ccnc(-n2cccc2/C=N/OCc2ccc(F)cc2Cl)c1C#N	nt	nt	-12%	nt	nt	1	86	84	-79%
COC(=O)c1ccc(N2CCN(S(=O)(=O)c3ccc(C)cc3)CC2)c([N+](=O)[O-])c1	nt	nt	0%	nt	nt	nt	nt	nt	7%
CCOC(=O)c1c(C)nc2ccccc2c1C	2	184	2%	-2	184	17	95	77	-6%
O=C(Nc1nnc(CCN2CCOCC2)s1)c1ccccc1	-4	189	-12%	4	189	-3	98	102	18%
CCN(CC)c1ccc(CNc2ccc(Br)cn2)cc1	-1	163	-9%	1	163	-2	83	85	-6%
COC(=O)COn1c(SC(C)C)nc2ccccc2c1=O	8	154	-2%	-8	154	-3	98	101	-5%
O=C(COC(=O)c1ccco1)Nc1ccc(Br)cc1	-22	181	5%	22	181	-11	100	111	17%
Cc1ccc2c(c1)C1(SCCS1)C(=O)N2	-7	159	5%	7	159	nt	nt	nt	-3%
COc1ccc(OC)c(NC(=O)NCc2ccc(F)cc2)c1	3	117	-6%	-3	117	-6	95	101	-8%
COC(=O)C1=C(C)N(c2cccc(Cl)c2)C(=O)C1	-10	96	-11%	10	96	-5	65	70	-47%
COc1ccc(-c2noc(C3CCCN(S(=O)(=O)c4cccc(Cl)c4)C3)n2)cc1OC (stereo not drawn)	11	124	3%	-11	124	-8	74	83	-49%
